Screening results as filed in PubChem BioAssay.
Apoferritin bind – candidate novel general anesthetic via apoferritin binding | Potency, µM (highest dose often 77.5 µM), inactives show top-dose activity change, negative = displacement, actives largely listed as inhibitors | hit rate 0.074% among 350,000 | apoferritin/1-aminoanthracene competitive binding, fluorescence; further: potency means the concentration at half of the fitted maximal effect; on the % scale 0 is the no-effect control and ±100 the full control effect; nearly all actives have a fitted effect of over 20% in size
Target sequence (P02791 2-175 limits assumed): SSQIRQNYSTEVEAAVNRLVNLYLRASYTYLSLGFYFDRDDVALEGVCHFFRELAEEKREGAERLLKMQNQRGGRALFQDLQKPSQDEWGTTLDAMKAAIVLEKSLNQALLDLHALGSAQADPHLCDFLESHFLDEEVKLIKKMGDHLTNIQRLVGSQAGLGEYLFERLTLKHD
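Horse-spleen apoferritin (10 uM) was mixed with 50% saturated 1-aminoanthracene in PBS, exposed to compounds for 10 min at room temperature, and read for fluorescence (ex 380 nm, em 535 nm). Competitive displacement was fitted with a four-parameter Hill equation.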
ERG-DNA inh – blocks human ERG Ets domain binding to DNA | P11308 | fluorescence polarization, His-ERG Ets domain / labelled DNA | Potency, µM (top dose mostly 76.9 µM), without a hit: at the highest dose FP activity, negative = inhibition, hits mostly inhibitors | hit rate 0.028% among 370,000 | AID 624246; active means well fitted inhibition curve with a large enough effect in the polarisation, with a control signal flat; inconclusive means small, poorly fitted or top-dose-only effect, or effect the other way, or a change in a side signal; inactive means no such curve, though single readings can be large or run the other way; the % refers to the polarisation;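 further: polarization taken with two DNA probes labelled with fluorescein and Texas red; potency means the concentration at half of the fitted maximal effect; % of control where 0% means no effect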
Target sequence (P11308 whole entry, looked up, the tested form may be a part): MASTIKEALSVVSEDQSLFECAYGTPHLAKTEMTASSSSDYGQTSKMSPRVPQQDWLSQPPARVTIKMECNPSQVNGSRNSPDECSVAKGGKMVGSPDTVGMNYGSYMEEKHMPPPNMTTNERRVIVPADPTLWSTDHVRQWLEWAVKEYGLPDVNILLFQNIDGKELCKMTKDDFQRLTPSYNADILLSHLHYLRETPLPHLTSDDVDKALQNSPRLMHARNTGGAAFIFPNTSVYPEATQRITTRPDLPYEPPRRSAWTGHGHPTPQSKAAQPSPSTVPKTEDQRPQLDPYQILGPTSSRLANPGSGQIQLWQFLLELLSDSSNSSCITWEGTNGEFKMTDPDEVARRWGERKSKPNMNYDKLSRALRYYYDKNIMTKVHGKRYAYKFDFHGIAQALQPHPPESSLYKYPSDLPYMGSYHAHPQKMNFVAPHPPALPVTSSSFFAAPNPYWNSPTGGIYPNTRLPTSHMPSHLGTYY
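His-tagged ERG Ets domain (1 uM in the protein solution; 300mM KCl, 50mM Tris-HCl, 1mM EDTA, 1mM DTT, pH 7.5) received compound, then a probe mix of 5 nM fluorescein-DNA and 100nM Texas-615-DNA. Fluorescence polarization was read for both dyes.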
Pol eta inh – inhibitors of human DNA polymerase eta | recombinant Pol eta, fluorescent DNA replication assay | hit rate 1.2% among 390,000 | Q9Y253 | Potency, µM (doses to about 114 µM), for the others: top-dose activity change, negative = inhibition, actives largely listed as inhibitors; further: potency means the concentration at half of the fitted maximal effect; on the % scale 0 is the no-effect control and ±100 the full control effect
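Pol eta at 10 nM preincubated with compounds 15 min at room temperature; reaction started with fluorescent substrate (50 nM final) and read kinetically at 0 and 10 min.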
APE1 inh – blocks human APE1 abasic DNA cleavage; P27695; recombinant APE1, TAMRA/BHQ-2 abasic DNA cleavage fluorescence; Potency, µM (series often up to 65.8 µM), for inactives: top-dose activity change, negative = inhibition, most hits filed as inhibitors; hit rate 0.35% among 350,000; AID 2517;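 further: potency means the concentration at half of the fitted maximal effect; plate controls were vehicle for no effect and reference inhibitor for full effect; nearly all actives have a fitted effect of over 55% in size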
Target sequence (P27695 whole entry, looked up): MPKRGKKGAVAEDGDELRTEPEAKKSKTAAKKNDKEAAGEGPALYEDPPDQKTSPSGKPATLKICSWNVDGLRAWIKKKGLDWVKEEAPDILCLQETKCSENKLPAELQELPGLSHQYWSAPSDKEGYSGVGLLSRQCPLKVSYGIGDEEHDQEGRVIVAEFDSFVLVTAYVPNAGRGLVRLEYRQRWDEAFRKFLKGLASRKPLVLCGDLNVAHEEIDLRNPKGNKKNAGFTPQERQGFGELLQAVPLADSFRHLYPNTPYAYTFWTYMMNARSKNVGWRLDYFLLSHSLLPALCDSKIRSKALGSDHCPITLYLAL
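Endonuclease cleavage of a quenched abasic-site DNA duplex (50 nM) by APE1 (0.75 nM) was tracked by TAMRA dequenching. Compounds were preincubated with enzyme 15 min at room temperature; data normalized to buffer-only and DMSO wells plus NSC13755 control.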
POLB inh – inhibitors of human DNA polymerase beta | hit rate 1.3% among 340,000 | Potency, µM (doses to about 114 µM), for the others: top-dose activity change, negative = inhibition, usual class: inhibitors | Pol beta primer extension/strand displacement, fluorescence kinetic | P06746; further: potency means the concentration at half of the fitted maximal effect; on the % scale 0 is the no-effect control and ±100 the full control effect
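Preincubation: enzyme (10 nM) with compound, 15 min, RT. Reaction: substrate added to 50 nM final. Reads: 0 and 10 min. Analysis: normalized, Hill fit.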
RGS4 inhibitor – blocks human RGS4-accelerated GTP hydrolysis; P49798; Transcreener GDP fluorescence polarization, RGS4-accelerated GTP hydrolysis; Potency, µM (doses to about 114 µM), for inactives: at the highest dose activity change, negative = inhibition, hits mostly inhibitors; hit rate 0.039% among 390,000; AID 504845; further: potency means the concentration at half of the fitted maximal effect; on the % scale 0 is the no-effect control and ±100 the full control effect; nearly all actives have a fitted effect of over 75% in size; some results filed as inactive show a strong effect at the top dose
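MLSMR compounds (23 nl, pin-transferred) preincubated 10 min at room temperature with a 500nM (2x) first reagent, then RGS4 at 900nM (2x) plus Transcreener GDP mix added; fluorescence polarization (620/688 nm) read before and after 90 min at 30 °C.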
12-LOX inh – inhibitors of human 12S-lipoxygenase ALOX12; purified 12hLO, xylenol orange hydroperoxide absorbance; Potency, µM (titrated, usually from 108 µM), without a hit: at the top dose activity change, negative = inhibition, most hits filed as inhibitors; hit rate 1.1% among 580,000; AID 1671190; further: potency means the concentration at half of the fitted maximal effect; on the % scale 0 is the no-effect control and ±100 the full control effect
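Purified human 12hLO at 150 nM in 25 mM Hepes, 0.01% Triton X-100, pH 7.0, preincubated 15 min at room temperature with compound. Reaction started with 40 uM arachidonic acid, 30 min at room temperature. Hydroperoxide measured by Fe-xylenol orange, 573/405 nm absorbance ratio.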
Pol kappa inh – DNA polymerase kappa (human) inhibition | Potency, µM (series often up to 107 µM), for inactives: at the top dose activity, negative = inhibition, usual class: inhibitors | Q9UBT6 | hit rate 0.53% among 400,000 | purified Pol kappa, fluorescent DNA synthesis assay, 10 min; further: potency means the concentration at half of the fitted maximal effect; on the % scale 0 is the no-effect control and ±100 the full control effect
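Kinetic fluorescence readout at 0 and 10 min followed reaction start with substrate at 50 nM final. Beforehand, enzyme (10 nM Pol kappa) stood 15 min with compound at room temperature; buffer-only wells were negative controls.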
LDHA block – LDHA (human) enzyme inhibition. P00338. activity change, % (values are at about 110 or 230 µM). hit rate 0.15% among 480,000. purified LDHA, NADH/diaphorase-resazurin fluorescence; active compounds read low; in the data active means activity change below about -30%; inconclusive means mostly about -25% to -30%;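 further: plate controls were DMSO wells for no effect and wells without enzyme for full effect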
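LDH5 2 nM; NADH 0.06 mM, pyruvate 0.2 mM; 200 mM Tris pH 7.4, EDTA, Tween-20; 5 min RT. Detection: diaphorase 0.133 mg/mL + resazurin 37 µM, fluorescence ex540/em590 at 0 and 20 min; normalized to enzyme-free and DMSO wells.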
Starred values were filed as active, the others as inactive; ? = inconclusive; . = no result given; & = joins results of further samples; [ ] = remark or other dose. Unless noted, the call rests on the fitted dose curve; in most records, active means well fitted curve in the direction sought with a large enough effect; inconclusive means small, poorly fitted or top-dose-only effect, or another doubt; inactive means no such curve, though single readings can be large; an effect the other way counts as inactive or inconclusive.

molecule	RGS4 inhibitor	12-LOX inh	Pol eta inh	POLB inh	Pol kappa inh	Apoferritin bind	ERG-DNA inh	LDHA block	APE1 inh
CCOC(=O)C1CCN(C(=O)c2ccc(OCC(=O)Nc3ccc(OCC)cc3)c(OC)c2)CC1	-31.0%	-12.4%	-3.1%	.	-0.3%	.	3.3%	-3.5	1.4%
Cc1nc(N2CCN(c3ccccc3)CC2)[nH]c(=O)c1C	6.8%	10.9%	1.0%	?	1.9%	-12.8%	21.9%	-2.2	31.8%
CCN(CC)S(=O)(=O)c1ccc(=O)n(CC(=O)N2CCCc3cc(C)ccc32)c1	28.7%	152.3%[activator]	2.7%	.	-11.9%	.	16.5%	-1.4	15.3%
Cc1cc(Br)ccc1NC(=O)c1cc2c(s1)-c1ccccc1SC2	-1.1%	0.0%	.	-1.4%	-15.0%	176.4%[activator]	0.3%	0.6	.
CCc1nnnn1-c1ccc([N+](=O)[O-])cc1C	-17.4%	-3.2%	-11.3%	0.7%	2.5%	-3.2%	-8.6%	-8.7	-0.5%
CN1CCN(C2=C(Cl)C(=O)c3ccccc3C2=O)CC1	?	?	3.55µM*	.	0.8%	.	-7.9%	40.0	.
CCSc1nnc(NC(=O)c2ccc(C)cc2)s1	1.4%	16.0%	0.9%	-1.1%	-1.9%[60.1 µM]	-6.1%	.	-8.0	18.6%
C/C(=N\Nc1nc2c(s1)CCCC2)c1ccccc1	0.6%[56.9 µM]	-1.5%	-2.8%	0.0%	-12.1%	-23.6%	-4.4%	9.9	11.6%
Cc1cccc(NC(=O)c2cccc(S(=O)(=O)N3CCCC3)c2)n1	-24.6%	22.4%	-3.5%	.	-1.6%	.	-3.5%	-2.1	-3.5%
CCc1ccc(NC(=O)C(CC)n2nnc(C(=O)OC)c2C(=O)OC)cc1 (stereo not given)	-8.6%	?	0.3%	-5.0%	-4.9%	0.0%	-5.7%	1.8	.
COc1ccc(-n2ccnc(SCC(=O)NC3CCCC3)c2=O)cc1	-32.6%[56.9 µM]	-0.2%	3.4%	30.7%	-12.2%	-2.2%	6.3%	-3.2	-0.8%
C=CC[C@@H](CC(=O)N[C@H](CO)Cc1ccccc1)C(=O)N[C@H](COC(=O)[C@@H](CC=C)Cc1ccc(F)cc1)C(C)(C)C	26.5%	-18.1%	-21.1%	.	-11.0%	.	8.1%	1.5	-33.2%
O=C(Nc1ccc(Br)cc1)C1CCN(c2cnccn2)CC1	-9.8%&-20.3%	-8.2%&-1.3%	-11.4%&-27.2%	?	-9.7%&0.8%	62.0%[activator]	-1.7%&4.2%	-3.0&-1.2	3.1%
C/C(=N\O)C(C)Oc1ccc(Cl)cc1 (stereo not given)	-46.5%	3.6%	-7.5%	20.5%	-15.2%	-11.9%	-2.2%	-7.5	-4.4%
COc1ccc(C(=O)Nc2ccc(F)cc2F)cc1OC	0.9%[56.9 µM]	0.0%	3.5%	23.3%	-1.8%	-6.6%	9.7%	1.2	-2.8%
CCc1ccc(C(=O)O)cc1	-33.3%	-3.0%	-6.2%	16.9%	-5.0%	-2.3%	7.4%	-3.4	0.7%
Cc1cc2c(cc(C(=O)OC(C)C(=O)NCc3ccccc3)n2C)o1 (stereo not given)	-8.5%	0.0%	-18.9%	.	-1.7%	.	-12.7%	-6.7	.
Cc1ccc(NC(=O)C2CCN(S(=O)(=O)c3ccc4c(c3)CCCC(=O)N4)CC2)c(Cl)c1	-14.3%	0.0%	-19.6%	9.4%	-31.8%	4.6%	3.0%	-9.0	.
Cc1nn(C)c(Oc2ccccc2)c1CCNC(=O)CCl	-9.6%[56.9 µM]	-12.5%	-22.2%	-1.1%	0.9%	-6.4%	-11.3%	-0.1	2.7%
O=C(NCCc1ccccc1)C(=O)NCC(c1cccs1)S(=O)(=O)c1cccs1 (stereo not given)	-34.1%	-22.3%	-10.2%	9.9%	-13.2%[60.1 µM]	119.5%[activator]	1.3%	-9.5	.
Cc1ccc(CCNC(=O)c2nnc(CS(=O)(=O)c3ccccc3)o2)cc1	-17.8%	-0.8%	-26.8%	-10.0%	2.4%	?	30.1%[activator]	-2.3	42.3%[activator]
O=C(NNc1c(Cl)cc(Cl)cc1Cl)C1CCC1	4.3%	-6.6%	-6.7%	1.8%	-13.4%	3.2%	.	-1.9	-2.8%
N#C/C(=C\c1c(N2CCN(Cc3ccccc3)CC2)nc2ccccn2c1=O)S(=O)(=O)c1ccccc1	-9.5%	-11.7%	2.6%	-2.3%	0.1%	-20.5%	20.1%	-4.0	-13.5%
O=C(Nc1ccccc1Cl)c1cc(S(=O)(=O)N2CCCC(C(=O)O)C2)ccc1F (stereo not given)	15.5%	10.3%	-14.3%	19.7%	-12.9%	-10.1%	-2.5%	-23.9	0.7%
COc1ccc(NC(=S)N2CCC(C(=O)c3ccc(C)cc3)CC2)cc1	17.5%	?	-14.7%	75.1%	1.0%	?	-7.8%	-1.7	-10.3%
c1ccc(Nc2ncnc3ccc(-c4ccc5c(c4)OCO5)cc23)cc1	.	-61.7%	.	.	-11.8%[60.1 µM]	8.0%	.	.	-0.5%
COc1cccc(-c2c(-c3cc(OC)cc(OC)c3)n(C)c3ccc(-c4ccc(OC)nc4)cc23)c1	0.6%	-2.6%	-23.3%	.	6.2%	.	-0.1%	-1.9	-1.5%
COc1ccc(NC(=O)NNC(=O)c2ccc(-c3ccccc3)cc2)c(OC)c1	?	0.0%	-16.0%	1.3%	-6.3%	?	3.1%	-3.1	20.9%
CC(=O)c1cc2c(cc1NC(=O)c1cc3nc(C(C)C)cc(C(F)(F)F)n3n1)OCO2	-0.7%[56.9 µM]	0.0%	8.8%	27.1%	-20.0%	-11.2%	-3.6%	-2.2	-1.0%
CCC(C)(C)C1CCc2[nH]nc(C(=O)NCCN3CCOCC3)c2C1 (stereo not given)	-17.8%	5.0%	-11.4%	.	14.9%	.	-12.3%	-4.9	10.1%
Cc1ccc(C(=O)Nc2cccc(OCc3cc(=O)n4c5c(sc4n3)CCCC5)c2)cc1	-3.3%	-18.4%	-5.3%	16.2%	2.7%	-6.8%	-5.2%	2.7	.
Cc1ccc(S(=O)(=O)N/N=C/c2ccc(O)cc2O)cc1[N+](=O)[O-]	1.0%	-13.6%	-0.4%	-11.5%	-19.5%	-6.9%	-0.5%	0.8	9.8%
CC1(C)CC2CN(C(=O)Cc3ccccc3)C(C)(C2)C1 (stereo not given)	?	-0.6%	-7.0%	4.2%	14.5%	?	-20.8%	-1.0	3.6%
Cc1ccccc1C(=O)Nc1ccc(C(=O)OCc2cc(=O)n3c4c(sc3n2)CCCC4)cc1	5.6%	-14.5%	-25.1%	-0.9%	-3.1%[60.1 µM]	2.0%	5.2%	-2.5	.
CCc1n(CC(O)COC2CCCCC2)c2ccccc2[n+]1C (stereo not given)	-5.4%	?	-2.9%	8.7%	-3.3%	-2.8%	2.0%	-11.4	1.0%
COc1ccc(CNC(=O)c2nnn(-c3cccc(C(F)(F)F)c3)c2N)cc1	-0.9%	2.9%	-8.8%	4.1%	-14.6%	?	-0.1%	-3.7	11.0%
CCN(c1ccccc1)S(=O)(=O)c1cccc(C(=O)N(C)CCOc2ccccc2)c1	-17.1%	30.8%[activator]	-20.4%	.	-13.6%	.	-19.5%	-4.9	-15.9%
CC(=O)N(Cc1ccccc1)c1ccccc1C(=O)O	-1.6%	-2.8%	-21.8%	9.6%	-7.4%	-3.6%	-5.1%	-0.7	9.2%
CCCCc1n[nH]c2c1C(=O)CC(C)(C)C2	3.0%	?	-15.2%	6.4%	-7.6%	-14.5%	-1.2%	-7.5	-2.5%
COC(=O)c1ccc(CSC2=NC[C@@H]3[C@@H]4C(=O)N(Cc5ccccc5)C(=O)[C@@H]4[C@](Cc4ccccc4)(C(=O)OC)N23)cc1	1.7%	-26.1%	-12.9%	.	-5.5%	.	5.4%	-3.1	-9.8%
O=C(/C=C/c1ccc(OC2CSC2)cc1)c1ccccc1	-51.3%	7.9%	7.9%	4.8%	-11.2%	?	13.1%	-0.3	7.4%
COc1c(C)cccc1C(=O)NC(=S)Nc1cccc2nsnc12	-37.8%	-0.2%	-12.0%	1.3%	-0.2%	-11.4%	6.8%	28.4	-6.1%
O=C(NC(=S)Nc1ccc(S(=O)(=O)N2CCCCC2)cc1)c1cccs1	-30.5%	?	-12.1%	28.3%	-12.5%	4.7%	.	-5.1	8.7%
O=C1OC(N2CCN(C(=O)C3CCCO3)CC2)c2ccccc21 (stereo not given)	-9.9%	-22.1%	7.3%	-4.4%	0.1%	-5.2%	2.7%	4.7	-0.8%

Only part of the results is shown (hit frequency here may not be typical).
